# High-throughput results (PubChem BioAssay)
# BRCA1 expr act: activators of BRCA1 expression | actives 1.1% (n = 380,000) | MCF7-BRCA1-FFLuc reporter, luminescence, 48 h; response scale: scaled: vehicle 0%, 10 µM genistein 100% | Potency, µM (series often up to 46.1 µM), for inactives: at the highest dose activation, most hits filed as activators; active means well fitted activation curve with a large enough effect; inconclusive means small, poorly fitted or top-dose-only effect; inactive means no such curve, though single readings can be large or run the other way; further: potency means the concentration at half of the fitted maximal effect; nearly all actives have a fitted effect of over 80% in size; some results filed as inactive show a strong effect at the top dose
#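 Using MCF7 cells harboring a BRCA1 firefly luciferase reporter, plated 2 h before compound pinning, the screen measured luminescence after 48 h incubation. Responses were normalized to DMSO and 10 microM genistein, then fitted for concentration-effect.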
# Giardia kill: Giardia lamblia killing; Giardia lamblia trophozoite viability; activity change, % at 7.66 µM, hits read low; actives 0.15% (n = 340,000); in the data active means activity change below about -80%; inconclusive means between about -30% and that limit;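 further: parasites exposed to compound for two days anaerobically before the ATP read; on the % scale 0 is the no-effect control and ±100 the full control effect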
#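 Luminescent ATP signal served as the viability read-out, measured 15-30 min after adding ATP detection reagent to trophozoites that had been incubated with compounds for 48 hrs at 37 deg C anaerobically at 100 cells/well.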
# * = called active by the depositor; u = inconclusive; [ ] = another dose, or the depositor's remark. Not all compounds are listed. The share of hits here may be higher or lower than overall.
SMILES | BRCA1 expr act | Giardia kill
COc1cc(/C=N/NC(=O)c2cccc(C)c2)ccc1OCC(=O)Nc1ccccc1 | -8% | -3
Cc1ccc(C2Cc3cc(O)c(O)cc3CN2)cc1 (centres undefined) | -9% | -8
COC1CCC2(C)C(=CCC3C4CC(O)CC4(C)CCC32)C1 (centres undefined) | -24% | -17
[O-][n+]1cccc2cccc(O)c21 | -8% | 13
C=C(c1ccc2nc(NC(=O)OC)[nH]c2c1)c1cccs1 | -42% | -5
Cc1ccc(S(=O)(=O)CCC(=O)OCC(=O)N(C)Cc2ccccc2)cc1 | 3% | 2
Cn1c(=O)c2c([nH]c(=O)n2C)n(Cc2ccccc2)c1=O | -2% | 2
CCc1ccccc1NC(=O)CN1CCN(CC(=O)Nc2ccc3c(c2)OC2(CCCCC2)O3)CC1 | -30% | -3
CCOc1ccccc1C=C1SC(=S)NC1=O | -77% | -21
Cc1cc2c(=Cc3ccc(N(C)C)cc3)c3ccccc3n2[n+]1C | -79% | -11
COc1ccc(N2CC(C(=O)N3CCN(S(=O)(=O)c4ccc(F)c(F)c4)CC3)CC2=O)c(OC)c1 (centres undefined) | -5% | 9
CCCCN(C(=O)c1ccc(N(C)S(=O)(=O)c2ccc(C)cc2)cc1)c1c(N)n(CC(C)C)c(=O)[nH]c1=O | 0% | 17
CC(=O)c1cccc(OC(=O)c2ccccc2)c1 | 43% | -14
COc1cc2c(cc1OC)C1c3ccc(OC)c(OC)c3OCC1(O)C2 (centres undefined) | -19% | 14
Cc1cc(/C=C2/C(=N)N3C(c4ccccc4)=CSC3=NC2=O)c(C)n1-c1ccc(Cl)cc1 | -3% | 1
COc1ccc(Cl)cc1C=CC=NNC(=O)c1ccncc1 | -4% | -24
CCN(C(=O)COC(=O)c1ccccc1Nc1ccccc1)c1c(N)n(Cc2ccccc2)c(=O)[nH]c1=O | -60% | 30
Cc1cccc(NC(=O)C2CC3CCC2C3)c1C (centres undefined) | 19% | -16
Cc1sc(NC(=O)CSc2n[nH]c(N)n2)c(C#N)c1C | 0% | -21
CCOC(=O)CNC(=O)C1CCCCC1 | 9% | 9
CC(=O)Nc1ccc2c(c1)-c1ccc(F)cc1C2=O | -1% | 6
NC(=O)c1nnsc1-c1ccco1 | 0% | -18
CCC1(CCC(C)C)SC(N)=NC1=O (centres undefined) | -6% | -11
COc1ccc(-c2ccc3oc(-c4ccc(OC)cc4)c(-c4ccc(OC)cc4)c3c2)cc1 | 0% | 3
Nc1ncnc2c(C3OC(CO)C(O)C3O)scc12 (centres undefined) | u | 68[activator]
COc1ccc(OC)c(S(=O)(=O)Oc2ccc(N)c3ccccc23)c1 | -44% | -7
N#CC(=C(c1ccccc1)c1ccccc1)c1ccccc1 | -44% | -8
O=S1(=O)c2ccc(Br)cc2N2CCC[C@@H]2CN1Cc1ccc(Cl)cc1 | -3% | 17
COc1ccc(NC(=S)NNC(=O)c2ccco2)c(OC)c1 | -4% | -18
O=c1[nH]c(=S)[nH]c2nc[nH]c12 | -3% | -5
COc1ccc(NC(=O)C(c2ccccc2)c2ccccc2)c(OC)c1 | -29% | 1
Cc1cc(=O)oc2c(CN3CCCCC3)c(O)ccc12 | 21% | 3
CC1CN(C=O)CC(C)N1CCN1C(C)CN(C=O)CC1C (centres undefined) | 18% | -8
O=C1c2ccccc2C(=O)c2cc(N3CCCCC3)ccc21 | -97%[inhibitor] | u
COc1ccc(NC(=O)Nc2cccc(OC)c2)cc1 | 11µM* | 6
COc1ccc(NS(=O)(=O)c2cc(NS(=O)(=O)c3cc(C(=O)O)ccc3OC)ccc2C)cc1 | -15% | -10

# The closing 2 records of the part above lead into the next:
SMILES | BRCA1 expr act | Giardia kill
COc1ccc(NC(=O)Nc2cccc(OC)c2)cc1 | 11µM* | 6
COc1ccc(NS(=O)(=O)c2cc(NS(=O)(=O)c3cc(C(=O)O)ccc3OC)ccc2C)cc1 | -15% | -10
COc1ccc(CC(=O)NCCCCc2ccccc2)cc1OC | 1% | -19
Cc1ccccc1C(=O)Nc1scc(-c2ccc(Br)cc2)c1C(=O)O | -11% | 1
Cc1cccc(NC(=O)c2cccc(NC(=O)c3ccco3)c2)c1C | -13% | -3
CN(CCc1ccccc1)C(=O)c1cccc(NC(=O)Cc2cccc(NC(=O)C3CCN(C(=O)C4CCC4)CC3)c2)c1 | -5% | 1
CCOC(=O)c1ccccc1S(=O)(=O)N1CCN(c2nc(-c3cccs3)nc3ccccc23)CC1 | 9% | -16
CC(=O)c1nnn(-c2nc(C#N)nc(N3CCOCC3)n2)c1C | 11% | -10
O=C(c1ccc(Br)o1)N1CCN(C23CC4CC(CC(C4)C2)C3)CC1 | -21% | -5
COC(=O)C1=C(C)N(CCCC(=O)O)C(=O)NC1c1ccc(C#N)cc1 (centres undefined) | 6% | -24
Cn1c(=O)c2[nH]c(Cc3ccsc3)nc2n(C)c1=O | -2% | 2
C=CCn1c(SCC(=O)N(CC)C2CCS(=O)(=O)C2)nc2scc(-c3ccccc3)c2c1=O (centres undefined) | -21% | -2
N#Cc1c(N)[nH]c2ccc(Sc3ccccc3)cc12 | -69% | 0
CN(C(=O)c1cccc(NC(=O)Cc2ccc(NC(=O)C3CCN(S(=O)(=O)c4cccc([N+](=O)[O-])c4)CC3)cc2)c1)C1CC1 | -15% | -15
CC1=C(C(=O)Nc2ccccc2)C(c2ccco2)NC(=O)N1 (centres undefined) | 0% | -12
CCCCN(CCCC)CCCNC(=O)C1CC(c2cc(C(F)(F)F)cc(C(F)(F)F)c2)=NO1 (centres undefined) | -13% | 11
CC(=O)c1ccccc1NC(=O)CN1C(=O)NC2(CCCCCCC2)C1=O | -7% | 3
COC(=O)c1ccc(CSc2nc(C(F)F)cc(C)c2C#N)o1 | -3% | 11
O=[N+]([O-])c1ccccc1C=NN1CCCCCC1 | 34% | 9
CC(=O)C1(O)CCC2C3CCC4CC(O)CCC4(C)C3C(=O)CC21C (centres undefined) | -23% | 41[activator]
Cc1cccc(NS(=O)(=O)c2ccc(C)c(C(=O)NNC(=O)c3csc(N4CCOCC4)n3)c2)c1 | -20% | 20
Cc1onc(-c2c(F)cccc2Cl)c1C(=O)OCC(=O)Nc1cccc(S(=O)(=O)N(C)C)c1 | -40% | 8
COC1(OC)C(/C=C/c2ccc(C)cc2)C(C#N)(C#N)C1(OC)OC (centres undefined) | -80% | -3
Cc1ccc(CNC(=O)c2ccc3c(c2)S(=O)(=O)c2ccccc2C3=O)o1 | -18% | -5
O=S(=O)(O)c1ccc(SCc2ccccc2)nc1 | 8% | 13
OCCN(Cc1cccnc1)Cc1ccccn1 | -25% | -27
CCOC1=NC(=C(c2ccccc2)c2ccccc2)OC1=O | -19% | 0
CCCCn1c(N)c(N(C(=O)CSc2nncn2-c2ccccc2)C2CCCC2)c(=O)[nH]c1=O | -4% | 37[activator]
COc1ccc(C(=O)c2ccccc2CN2C(=O)c3ccccc3C2=O)cc1 | -1% | 7
Cc1c(Cl)cccc1Nc1n[nH]c(=S)s1 | 9% | 10
O=c1[nH]c2cnn(-c3ccccc3)c2c(=O)n1O | -11% | -6
O=c1c2ccccc2nc2n1CC/C2=C\N1CCN(c2ccc([N+](=O)[O-])cc2)CC1 | 21% | 40[activator]
CC(C)(C)S(=O)(=O)N1C[C@@H]2CC/C=C\C/C=C\2[C@H]1CCO | 5% | 9
OCC(O)C1OC(c2ccccc2)OC(CO)C1O (centres undefined) | -11% | -4
CCOc1ccccc1N1CC(C(=O)Nc2cc(S(=O)(=O)N3CCOCC3)ccc2OC(C)C)CC1=O (centres undefined) | 0% | 3
O=C(O)c1ccccc1C(=O)OC1CCCC2CCCC21 (centres undefined) | -22% | 14
COc1cc(OC)c(OC)cc1CNC(=O)c1cc(S(=O)(=O)N(C)c2ccccc2OC)ccc1C | -17% | 9
O=C(c1cccc(S(=O)(=O)N2CCCCCC2)c1)N1CCN(Cc2ccccc2)CC1 | -23% | 6
CC(=O)c1cn(C2OC(CO)C3OC(C)(C)OC32)c(=O)n(C)c1=O (centres undefined) | 0% | -17
CC1(c2nnc(-c3cccc(Cl)c3)o2)CC(c2ccccc2)=NO1 (centres undefined) | 4% | 12
CCCCCC1C(C(=O)OCC)C(=O)NC1(C(=O)OCC)C(=O)OCC (centres undefined) | 1% | 20
O=C(NCc1nc2ccccc2[nH]1)C1=C[C@@H](c2ccc(C(F)(F)F)cc2)C[C@@H](OCc2ccc(CO)cc2)O1 | -62% | -2
C/C(=N\NC(=O)CN1CCN(c2ccc(F)cc2)CC1)c1ccco1 | -5% | -3
CC1(C)Cc2c(cnn2-c2ccc(F)cc2)C(NC(=O)c2cnccn2)C1 (centres undefined) | -9% | 25
CN(C#N)c1nc(N2CCOCC2)nc(N2CCOCC2)n1 | -40% | 9
CCC(=O)Nc1cc2c(cc1Cl)-c1ccccc1C2 | 67% | 23
Cn1cnc([N+](=O)[O-])c1S(=O)(=O)Nc1ccccc1 | -15% | -6
C=CCOc1nc2c(c(=O)n(Cc3ccc(Cl)c(Cl)c3)c(=O)n2C)n1C | -34% | -3
COc1ccccc1CNC(=O)c1cc(S(=O)(=O)N2CCN(c3ccccc3)CC2)ccc1Cl | -19% | -10
COc1oc(C(=O)NC2CCCCC2)c(-c2ccc(Cl)cc2)c1S(=O)(=O)c1ccccc1 | -24% | -1
CC(C)C[C@@H](CN)NC(=O)c1nc[nH]c1C(=O)N[C@@H](Cc1ccccc1)C(=O)CNC[C@H](C)NC(=O)c1nc[nH]c1C(=O)N[C@@H](C)C(=O)O | 0% | u
CC(Nc1nc(Cl)nc2nc[nH]c12)c1ccccc1 (centres undefined) | -31% | -11
O=C(CCCC(=O)NN=Cc1cccc(O)c1)NN=Cc1cccc(O)c1 | -6% | -5
CCOC(=O)C1=C(C)N=C2SCCC(=O)N2C1c1cc(Br)ccc1OC (centres undefined) | -16% | 13
CCOC(=O)[C@H]1[C@H]2COc3ccc(Br)cc3[C@H]2N2C(=O)CN(Cc3ccc(Cl)cc3)C(=O)[C@@]12C | -46% | 10
Cc1sc(N)nc1-c1cccc([N+](=O)[O-])c1 | -2% | -23
CC12CCC(=O)CC1CCC1C2CCC2(C)C1CCC2(O)C(=O)CO (centres undefined) | -32% | 11
CC1=C(C(=O)OCc2ccccc2)C(c2ccccc2OS(=O)(=O)c2ccc([N+](=O)[O-])cc2)NC(=O)N1CCCC(=O)O (centres undefined) | -6% | -13
N#Cc1ccc2c(c1)nnn2-c1ccccc1 | 15% | 0
Cn1c(=O)c(N=O)c(N)n(Cc2ccccc2)c1=S | 14% | 13
CCC1CN2CCc3cc(OC)c(OC)cc3C2CC1CC1c2cc(OC)c(OC)cc2CCN1C(=O)C(Cc1c[nH]c2ccccc12)NC(=O)OC(C)(C)C (centres undefined) | -81% | -3
CCc1ccc(NC(=O)CN2CCN(c3ccc(OC)cc3)CC2)cc1 | -7% | 2

# Given field by field: 3 of the compounds above.
Compound: O=C(CCCC(=O)NN=Cc1cccc(O)c1)NN=Cc1cccc(O)c1
  BRCA1 expr act: -6% | Giardia kill: -5
Compound: CCOC(=O)C1=C(C)N=C2SCCC(=O)N2C1c1cc(Br)ccc1OC (centres undefined)
  BRCA1 expr act: -16% | Giardia kill: 13
Compound: CCOC(=O)[C@H]1[C@H]2COc3ccc(Br)cc3[C@H]2N2C(=O)CN(Cc3ccc(Cl)cc3)C(=O)[C@@]12C
  BRCA1 expr act: -46% | Giardia kill: 10

# Following part:
SMILES | BRCA1 expr act | Giardia kill
O=C(NNCc1ccccc1)c1ccccn1 | 1.1µM* | -10
C=CS(=O)(=O)c1c2cc(OC)ccc2nc2ccc(OC)cc12 | -88% | 11
CC1CN(C(C)C)C(=S)NC1=O (centres undefined) | -2% | 16
O=C(O)c1ccccc1N=Nc1ccc(O)cc1 | 0% | -14
OC1COC(c2ccccc2)OC1C(O)C1OC(c2ccccc2)OCC1O (centres undefined) | -23% | 13
O=C(Nc1ccc(OCC(F)(F)C(F)F)c(C(F)(F)F)c1)c1ccccc1 | -37% | 1
O=CNc1ccc2c3c(cccc13)-c1ccccc1-2 | 58% | -5
COc1ccc(C(=O)N2CCN(S(=O)(=O)c3ccc(C)cc3C)CC2)cc1S(=O)(=O)N1CCOCC1 | -1% | -15
O=C1CCCCC1CCc1ccncc1 (centres undefined) | -3% | -9
NC(N)=N/N=C(\N=Nc1ccccc1)c1cccc2cccnc12 | -50% | -7
COc1cc(Nc2nc3c(N)cc(C(F)(F)F)cc3nc2-c2ccccc2)cc(OC)c1OC | -61% | 8
Cc1ccccc1OCCC(=O)OCC(=O)c1c(N)n(CC(C)C)c(=O)n(C)c1=O | -9% | 6
O=C(O)C1C2CCC(CC2)C1C(=O)O (centres undefined) | -4% | 12
CC(C)c1nc2sc3c(SCCN(C)C)ncnc3c2c2c1CCC2 | -29% | -8
O=C1NC(=O)C(=Cc2ccc(Cl)cc2Cl)S1 | u | 1
COc1ccc(OC)c(Cc2cnc3nc(N)nc(N)c3c2C)c1 | -77% | 13
Cc1ccnc(SCCn2c(N(C)Cc3ccccc3)nc3c2c(=O)n(C)c(=O)n3C)n1 | -26% | 1
Nc1nc(=O)c2ccccc2s1 | -11% | 4
